# TLR4 MyD88 comp – blocks binding of human TLR4 to MyD88; HeLa CL3-4 TLR4/MyD88 BLA complementation, FRET ratio; inhibition, % at 8.4 µM; O00206+Q99836; 0.18% of 200,000 active; in the data active means inhibition above about 25%;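 further: 0% = vehicle and 100% = reference inhibitor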
# STAT3 inh – inhibitors of IL-6 induced STAT3 signaling; 0.89% of 190,000 active; U3A cells, IL-6 STAT3-luciferase reporter, luminescence; host cell line lacks STAT1; inhibition, % at 5.5 µM;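 active means inhibition above the mean inhibition across all screened compounds plus 3 SD, cut at about 44% in these data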;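 further: 0% = DMSO only wells and 100% = 100 µM nifuroxazide control wells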
# STAT3 activator – activators of IL-6 induced STAT3 signaling; U3A cells, IL-6 STAT3-luciferase reporter, luminescence; 100% = signal with IL-6 EC80 alone; activation (% of control), % at 5.6 µM; 0.91% of 190,000 active;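 active means activation above the screen-wide mean of compound activation plus 3 SD, cut at about 130% in these data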;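 further: 0% = background luminescence of wells with medium and substrate only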
#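 Material: STAT3-luciferase reporter U3A cells. Controls: IL-6-treated wells, 100% activation. Read-out: % activation versus median of IL-6-stimulated wells. Probe or stimulus: IL-6 stimulus at 33 ng/mL final. Timing: compound 1 h, then IL-6 6 h at 37 °C. Signal: reporter luminescence signal.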
# SRC2 TRFRET art – counter-screen for PPARgamma SRC-2 recruitment agonists: TR-FRET artefact. hits give high values. 0.4% of 200,000 active. AID 1049. TR-FRET ratio at 8 µM; in the data active means TR-FRET ratio above about 2000; further: inactives centre near 1500
# ROMK mod – modulators of human ROMK potassium channel | Tet-inducible ROMK, thallium flux fluorescence; actives lie on both sides | B-score at 10 µM | 2% of 130,000 active;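 active means signal ratio slope over the read window, or its plate-corrected B-score, at least 3 SD from the plate mean, either direction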;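 further: B-score of the F/F0 ratio slope over 7 to 12 s after thallium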
# PPARg SRC-3 ag – agonists of human PPARgamma SRC-3 coactivator recruitment; P37231; biochemical PPARgamma/SRC-3 coactivator recruitment assay; activation, % at 8 µM; 0.26% of 200,000 active; AID 731; in the data active means activation above about 23%;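 further: 0% = DMSO and 100% = reference agonist; some compounds past the cut are filed as inactive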
# Target sequence (P37231 whole entry, looked up): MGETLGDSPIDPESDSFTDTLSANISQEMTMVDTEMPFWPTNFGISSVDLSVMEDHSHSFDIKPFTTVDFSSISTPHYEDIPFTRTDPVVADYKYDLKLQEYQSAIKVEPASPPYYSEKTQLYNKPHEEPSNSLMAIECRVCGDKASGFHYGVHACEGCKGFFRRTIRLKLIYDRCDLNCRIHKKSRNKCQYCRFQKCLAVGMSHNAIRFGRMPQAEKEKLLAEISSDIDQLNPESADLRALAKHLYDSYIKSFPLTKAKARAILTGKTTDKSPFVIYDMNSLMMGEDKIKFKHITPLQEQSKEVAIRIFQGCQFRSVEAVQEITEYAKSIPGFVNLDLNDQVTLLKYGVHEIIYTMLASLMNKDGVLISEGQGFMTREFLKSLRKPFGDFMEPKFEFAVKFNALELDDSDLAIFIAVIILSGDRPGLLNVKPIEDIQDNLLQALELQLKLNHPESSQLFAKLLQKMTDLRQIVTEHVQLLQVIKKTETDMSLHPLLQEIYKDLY
# S1P3 antag – S1P3 (human) receptor antagonism; Q99500; CHO S1P3 NFAT-BLA reporter, FRET fluorescence, antagonist mode; inhibition, % at 4.98 µM; 0.27% of 170,000 active; AID 485;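 active means inhibition above the plate cutoff, the mean inhibition of test wells on that plate plus 3 SD, cut at about 28% in these data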;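 further: cells challenged with S1P at its EC80 of 0.8 µM; blue over green emission ratio from cleaved BLA substrate after 4 h stimulation; 0% = S1P-stimulated wells and 100% = unstimulated DMSO-only wells; some compounds past the cut are filed as inactive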
# Target sequence (Q99500 whole entry, looked up): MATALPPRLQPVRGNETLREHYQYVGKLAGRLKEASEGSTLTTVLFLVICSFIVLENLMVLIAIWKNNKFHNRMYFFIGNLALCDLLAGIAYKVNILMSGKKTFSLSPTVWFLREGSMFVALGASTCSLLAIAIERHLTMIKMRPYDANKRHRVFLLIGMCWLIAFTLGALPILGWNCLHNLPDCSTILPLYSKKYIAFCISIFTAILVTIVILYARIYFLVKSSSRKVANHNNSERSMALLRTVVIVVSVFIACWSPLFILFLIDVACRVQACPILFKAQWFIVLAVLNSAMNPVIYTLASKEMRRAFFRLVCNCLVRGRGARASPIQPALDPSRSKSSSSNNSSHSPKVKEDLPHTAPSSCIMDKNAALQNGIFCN
# PPARg SRC-2 ag – promotes SRC-2 coactivator recruitment by human PPARgamma. P37231. PPARgamma LBD-SRC-2 recruitment, biochemical. 0.34% of 200,000 active. AID 1032. activation, % at 8 µM; in the data active means activation above about 22%;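 further: 0% = vehicle and 100% = reference agonist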
# PPARg SRC-1 ag – PPARgamma-driven SRC-1 recruitment agonism | AID 631 | 0.41% of 200,000 active | PPARgamma-SRC-1 coactivator recruitment biochemical assay | activation, % at 8 µM | P37231; in the data active means activation above about 19%;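 further: 0% = DMSO and 100% = reference agonist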
# RAM inhibit – yeast RAM network inhibition; inhibition, % at 50 µM; 1.8% of 190,000 active; S. cerevisiae dse1pr::URA3 reporter, 5-FOA growth OD615, 2 d; analog-sensitive cbk1-as2 kinase mutant strain;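 active means inhibition above a set limit, 3 SD over mean compound inhibition, cut at about 8.4% in these data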;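 further: 0% = DMSO-only wells with no growth and 100% = 10 µM 1-NA-PP1 full growth; inhibition rescues growth on 5-FOA so higher OD means more RAM inhibition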
# STAT1 blocker – reduces IFN-gamma driven STAT1 reporter signal. NIH 3T3 STAT1-luciferase reporter, luminescence. inhibition, % at 5.5 µM. 0.35% of 200,000 active. AID 920;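 active means inhibition above a set limit, the mean inhibition across all tested compounds plus 3 SD, cut at about 34% in these data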;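 further: 0% = IFN-gamma with DMSO and 100% = IFN-gamma with 300 µM nifuroxazide; values of inactives mirror those of a sister screen read the other way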
# Starred values were filed as active, the others as inactive; nt = no result given. The order is random; 5.6% or so of the library scored in one or more.
SMILES,TLR4 MyD88 comp,STAT3 inh,STAT3 activator,SRC2 TRFRET art,ROMK mod,PPARg SRC-3 ag,S1P3 antag,PPARg SRC-2 ag,PPARg SRC-1 ag,RAM inhibit,STAT1 blocker
CCCCOc1ccc(/C(O)=C2/C(=O)C(=O)N(Cc3cccnc3)C2c2ccncc2)c(C)c1 (stereo not drawn),4,5,103,1482,1.4,7,-3,3,1,0.8,0
Cc1cc(C)c2c(n1)sc1c(-c3ccccc3)c(C#N)c(N)nc12,-10,15,90,1584,0.56,4,-2,6,-1,1.5,-4
COc1ccc(OCC(=O)Nc2cc(OC)cc(OC)c2)cc1,10,2,104,1562,nt,-2,-2,5,7,-1.6,-6
CCC1(c2ccc(Cl)cc2)NC(=O)N(Cc2ccc(C(=O)OC)cc2)C1=O (stereo not drawn),-29,7,102,1495,-0.063,-1,0,0,0,2.2,10
COc1ccc(S(=O)(=O)Nc2cc(C(=O)NCCCOC(C)C)ccc2N2CCOCC2)cc1,11,-10,111,1661,-0.39,8,-7,3,19,-0.6,-5
Cc1cccc(C)c1OCCNC(=O)C(=O)NCc1ccco1,6,-15,117,1579,2.5,-1,12,5,16,3.7,1
Cc1ccc(CNC(=O)CCC2CCCN(Cc3cccc4ncccc34)C2)o1 (stereo not drawn),-9,3,100,1492,nt,1,-8,2,-5,1.3,2
CCOc1cc(NC(=S)NCCCN2CCOCC2)c(OCC)cc1NC(=O)C(C)C,-8,-2,99,1645,0.12,2,-21,-4,3,1.2,1
Cc1ccc(-n2nnnc2SCC(=O)Nc2sccc2C#N)cc1,-1,4,100,1529,0.12,2,-7,5,2,4.8,-3
CCN1C(=O)c2ccccc2S(=O)c2ccc(C(=O)NCCCN3CCCC3=O)cc21 (stereo not drawn),2,9,93,1702,nt,6,-2,4,2,-0.8,2
O=C(C[n+]1ccccc1)Nc1c(Cl)cc(Cl)cc1Cl,0,-2,104,1502,nt,2,-3,-8,-5,-1.6,-3
Cc1cccc(NC(=O)Nc2nnc(N3CCCCC3C)s2)c1C (stereo not drawn),-5,18,92,1724,nt,1,nt,13,4,5.6,-3
CC(C)N1CN=C(Nc2nc3ccccc3o2)NC1,9,2,103,1590,0.37,3,-4,2,2,0.3,-24
O=C(CSc1nc2c(sc3ccccc32)c(=O)n1CCCN1CCCC1)NCc1ccco1,-5,-3,104,1691,-0.84,6,-1,3,13,2.6,2
CC(C)P(=O)(Cc1cccc(C#N)c1)C(C)C,6,6,100,1527,nt,4,-1,5,2,0.8,-7
NC(=O)COc1ccc(C23CC4CC(CC(C4)C2)C3)cc1,1,-4,108,1789,0.42,6,-4,14,4,5.0,-23
Cc1cccc(C(=O)NNC(=O)c2ccc(-c3ccccc3)cc2)c1,1,18,86,1530,nt,4,nt,8,1,6.5,7
COCC(COCCCNC(=O)Nc1ccc(Br)cc1)OC (stereo not drawn),-3,0,104,1644,-0.16,9,-7,5,8,0.9,3
c1ccc2c(c1)nc(NC1CCCCC1)c1nncn12,-15,-37,136*,1593,nt,0,13,3,10,-0.3,-14
CCOc1ccc2nc(N(CCN(CC)CC)C(=O)c3ccc([N+](=O)[O-])cc3)sc2c1,2,4,98,1345,1.2,-5,-9,-3,-1,-0.4,-4
O=C(CNc1ccc2c(c1)OCO2)N/N=C\c1ccccc1Cl,-3,-10,109,1552,0.34,3,-5,5,2,1.1,-3
COC(=O)CCC/C=C1/SCC(NC(=O)c2ccccc2)C1NC(C)=O (stereo not drawn),4,0,102,1477,0.22,-1,-12,-1,-4,0.5,7
COc1ccc(N2C(=O)C3CCCCC3C2=O)cc1NC(=O)c1ccccc1 (stereo not drawn),-8,5,98,1589,0.3,4,-1,5,7,-0.4,-10
O=C(Nn1c(-c2ccc(F)cc2)nc2ccccc2c1=O)C1CCCCC1,2,-1,101,1531,0.0053,-3,nt,-4,-5,1.1,0
COc1cc(-c2nnc3sc(-c4ccco4)nn23)cc(OC)c1OC,10,18,89,1504,1,7,-20,4,8,0.9,-2
CN(C)S(=O)(=O)N(CC(=O)NCc1ccccc1)c1ccccc1,-9,-7,108,1230,nt,-4,-35,-3,-8,0.8,-5
C=CCC1CCCCC12NC(=O)NC2=O (stereo not drawn),3,3,103,1467,nt,0,-21,-5,4,0.8,-6
Cc1cccc(NNC(N)=S)c1,-4,-8,111,1515,0.22,-3,-14,-4,-1,2.1,-7
Nc1nc(SCC(=O)Nc2ccccc2)nc2nc3c(cc12)CCCC3,-4,0,102,1490,-0.42,0,11,3,2,2.4,-8
Cc1cc(Br)c(Cl)cc1NC(=O)CN1C(=O)C2C3CC(c4ccccc4)C(C3)C2C1=O (stereo not drawn),16,6,97,1470,-0.23,4,3,-4,3,4.4,8
CCO[C@@H]1OC(C(=O)O)=C[C@H](c2csc3ccccc23)[C@H]1CCCO,-9,nt,nt,1552,nt,3,-20,2,10,0.6,-4
O=C1C2CC=CCC2C(=O)N1c1ccc(NCCc2ccc(Cl)cc2)c([N+](=O)[O-])c1 (stereo not drawn),-2,-9,111,1471,0.8,-4,-6,-12,-4,6.7,-3
CCC(N)C12CC3CC(CC(O)(C3)C1)C2 (stereo not drawn),10,12,93,1515,nt,3,nt,-9,-1,-0.6,-1
CN(C)S(=O)(=O)N1CCN(c2cc(Cl)ccc2Cl)CC1,3,14,91,1440,-0.15,-3,-6,4,0,1.9,1
CCC(C)NC(=O)CNC(=O)Cn1c(C)cc2ccccc2c1=O (stereo not drawn),4,18,90,1669,nt,5,nt,7,4,0.7,3
COc1ccc(/C=C/C(=O)NC(=S)NNC(=O)Cc2cccs2)cc1OC,8,3,103,1486,1.5,0,nt,1,-9,4.3,-3
Cc1ccc(-n2nc(C(=O)NCc3ccc(C)o3)c3c4ccccc4n(C)c3c2=O)cc1,-16,8,97,1482,-0.86,11,nt,14,7,2.8,-1
O=C(N1CCN(c2ccccc2F)CC1)C12CC3CC(CC(C3)C1)C2,4,4,100,1522,nt,4,16,0,4,6.3,2
COC(=O)c1cn(C(=O)c2ccccc2Cl)c2ccccc12,0,10,100,1734,-1.9,4,-22,0,9,1.8,4
CC(=O)c1c(C)nc(-c2ccc(OCC(=O)Nc3ccccc3)cc2)n1O,-2,7,99,1655,-0.57,1,6,3,8,0.0,-7
O=C1CN(c2ccc(Cl)cc2)C2(CCCCC2)S1,-20,1,99,1459,nt,-4,-9,-6,-3,1.2,-1
Cc1cc(S(=O)(=O)NCC(C)C)ccc1OCC(=O)NCC1CCCO1 (stereo not drawn),3,-8,104,1729,0.042,-3,-1,-13,-2,0.9,-4
Cc1ccc(C)c(N(C)C(=O)c2coc(=O)c3ccccc23)c1,0,7,98,1544,nt,15,nt,2,2,0.3,0
Cc1noc(C)c1CSc1nnc(-c2ccccc2F)n1CCc1ccccc1,1,-3,106,1337,-0.85,-3,11,0,1,2.1,2
NC(CC(=O)O)c1ccc(Br)cc1 (stereo not drawn),2,9,95,1601,nt,0,-8,8,0,1.8,7
CC(C)CCOc1ccc(C2CC(=O)N(C)C2=O)cc1 (stereo not drawn),-5,-2,106,1472,0.74,-5,10,-6,-5,-1.2,-8
O=C1C2C3c4ccccc4C(c4ccccc43)C2C(=O)N1c1cccc2cccnc12 (stereo not drawn),-7,11,99,1729,nt,15,nt,12,2,2.2,8
COC(=O)c1nn(-c2ccc(C)cc2)c2nnc(Cc3ccccc3)c(=O)n12,-15,-2,105,1549,-0.62,3,-13,-4,-3,6.1,-2
CCCOc1ccc(C2/C(=C(\O)c3c(C)[nH]c(C(=O)OC)c3C)C(=O)C(=O)N2CCN(C)C)cc1 (stereo not drawn),-2,10,98,1660,-0.24,6,2,2,1,0.4,3
CN1CCN(C(=O)c2ccc3c(c2)NC(=O)C(N2CCOCC2)S3)CC1 (stereo not drawn),0,2,105,1415,0.6,-2,13,6,-3,1.9,-2
O=C(O)CNc1nc(-c2ccccc2)c2cc([N+](=O)[O-])ccc2n1,9,-14,114,1614,nt,0,-2,-6,-4,7.6,0
Nc1[nH]nc2nc3ccccc3cc12,-12,-8,115,1608,0.66,2,-9,-4,10,0.9,-6

# Retrieved one by one from the entries so far, two records:
SMILES,TLR4 MyD88 comp,STAT3 inh,STAT3 activator,SRC2 TRFRET art,ROMK mod,PPARg SRC-3 ag,S1P3 antag,PPARg SRC-2 ag,PPARg SRC-1 ag,RAM inhibit,STAT1 blocker
Nc1[nH]nc2nc3ccccc3cc12,-12,-8,115,1608,0.66,2,-9,-4,10,0.9,-6
O=C(O)CNc1nc(-c2ccccc2)c2cc([N+](=O)[O-])ccc2n1,9,-14,114,1614,nt,0,-2,-6,-4,7.6,0

# Gathered by group: the entries above with a halogen (13)
SMILES,TLR4 MyD88 comp,STAT3 inh,STAT3 activator,SRC2 TRFRET art,ROMK mod,PPARg SRC-3 ag,S1P3 antag,PPARg SRC-2 ag,PPARg SRC-1 ag,RAM inhibit,STAT1 blocker
CCC1(c2ccc(Cl)cc2)NC(=O)N(Cc2ccc(C(=O)OC)cc2)C1=O (stereo not drawn),-29,7,102,1495,-0.063,-1,0,0,0,2.2,10
O=C(C[n+]1ccccc1)Nc1c(Cl)cc(Cl)cc1Cl,0,-2,104,1502,nt,2,-3,-8,-5,-1.6,-3
COCC(COCCCNC(=O)Nc1ccc(Br)cc1)OC (stereo not drawn),-3,0,104,1644,-0.16,9,-7,5,8,0.9,3
O=C(CNc1ccc2c(c1)OCO2)N/N=C\c1ccccc1Cl,-3,-10,109,1552,0.34,3,-5,5,2,1.1,-3
O=C(Nn1c(-c2ccc(F)cc2)nc2ccccc2c1=O)C1CCCCC1,2,-1,101,1531,0.0053,-3,nt,-4,-5,1.1,0
Cc1cc(Br)c(Cl)cc1NC(=O)CN1C(=O)C2C3CC(c4ccccc4)C(C3)C2C1=O (stereo not drawn),16,6,97,1470,-0.23,4,3,-4,3,4.4,8
O=C1C2CC=CCC2C(=O)N1c1ccc(NCCc2ccc(Cl)cc2)c([N+](=O)[O-])c1 (stereo not drawn),-2,-9,111,1471,0.8,-4,-6,-12,-4,6.7,-3
CN(C)S(=O)(=O)N1CCN(c2cc(Cl)ccc2Cl)CC1,3,14,91,1440,-0.15,-3,-6,4,0,1.9,1
O=C(N1CCN(c2ccccc2F)CC1)C12CC3CC(CC(C3)C1)C2,4,4,100,1522,nt,4,16,0,4,6.3,2
COC(=O)c1cn(C(=O)c2ccccc2Cl)c2ccccc12,0,10,100,1734,-1.9,4,-22,0,9,1.8,4
O=C1CN(c2ccc(Cl)cc2)C2(CCCCC2)S1,-20,1,99,1459,nt,-4,-9,-6,-3,1.2,-1
Cc1noc(C)c1CSc1nnc(-c2ccccc2F)n1CCc1ccccc1,1,-3,106,1337,-0.85,-3,11,0,1,2.1,2
NC(CC(=O)O)c1ccc(Br)cc1 (stereo not drawn),2,9,95,1601,nt,0,-8,8,0,1.8,7

# Screening results from PubChem.
